High-throughput results (PubChem)
TRPV1 agonist – activates the human vanilloid receptor TRPV1. Q8NER1. TRPV1-expressing cells, Fluo-8 calcium influx, agonist mode. actives 0.19% (n = 320,000). activation, % at 8.33 µM. AID 540275; in the data active = activation above about 80%; inconclusive = between about 30% and that limit; note: 0% is about no effect
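Fluo-8 calcium influx in TRPV1-expressing cells, kinetic read (ex 480/em 520 nm). Compound added and read 3 min for agonist activity, followed by capsaicin at EC20 final and 2 min further read for enhancement.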
p53 reactivation – restores transcriptional activity of mutant p53. Potency, µM (highest dose often 92.2 µM), inactives show at the top dose activity change, positive = activation, most hits filed as activators. AID 504706. actives 0.063% (n = 320,000). H1299 p53-A138V BP100-luciferase reporter, luminescence, 24 h; note: potency is the fitted concentration of half-maximal effect; % of control where 0% means no effect; nearly all actives have a fitted effect of over 45% in size
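H1299 (p53-null), stable ts p53-A138V + BP100-Luc; 1000 cells/well, Opti-MEM/10% FBS; cpd 4 pt, 1:5; 24 h, 37 deg C, 5% CO2; detection reagent 10 min RT; luminescence.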
USP2a block – USP2a (human) protease inhibition; O75604; USP2 core, Ub-CHOP2 coupled fluorogenic reporter, 485/531; Potency, µM (highest dose often 38.3 µM), for inactives: at the highest dose activity change, negative = inhibition, most hits filed as inhibitors; actives 0.01% (n = 330,000); AID 463254;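 note: potency is the fitted concentration of half-maximal effect; plate controls were DMSO wells for no effect and full inhibition by NEM control for full effect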
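USP2 core (10nM final) preincubated 30min RT with compound in 20mM Tris-HCl pH 8.0, 2mM CaCl2, 2mM beta-mercaptoethanol, 0.05% CHAPS; 25nM Ub-CHOP2 plus 25nM reporter substrate added, fluorescence (Ex485/Em531) read after 60min.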
PTAP TSG101 blk – blocks PTAP/TSG101 interaction to inhibit HIV-1 budding; Q99816; Fluorescence polarization, FITC-PTAP peptide / Tsg101 binding; Potency, µM (series often up to 115 µM), without a hit: at the top dose activity change, negative = inhibition, usual class: inhibitors; 340,000 tested, under 10 active; active = well fitted inhibition curve with a large enough effect in the main read-out, with a control signal flat, not every such curve was filed as active; inconclusive = small, poorly fitted or top-dose-only effect, or effect the other way, or a change in a side signal; inactive = no such curve, though single readings can be large or run the other way; note: potency is the fitted concentration of half-maximal effect; % of control where 0% means no effect
Target sequence (Q99816 whole entry, looked up): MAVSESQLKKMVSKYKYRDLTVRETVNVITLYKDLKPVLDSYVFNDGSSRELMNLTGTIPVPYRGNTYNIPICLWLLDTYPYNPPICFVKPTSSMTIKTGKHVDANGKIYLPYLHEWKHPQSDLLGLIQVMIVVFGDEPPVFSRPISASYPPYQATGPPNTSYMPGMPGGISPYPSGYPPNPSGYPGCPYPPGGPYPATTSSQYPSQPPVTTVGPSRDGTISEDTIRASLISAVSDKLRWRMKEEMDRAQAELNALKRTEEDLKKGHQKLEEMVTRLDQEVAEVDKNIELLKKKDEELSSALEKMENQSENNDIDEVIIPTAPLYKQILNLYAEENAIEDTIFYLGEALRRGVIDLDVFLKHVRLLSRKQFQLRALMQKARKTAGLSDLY
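Compounds were pin-transferred onto Tsg101 binding domain (10 uM final) in HEPES pH 7.5 buffer, then FITC-PTAP peptide was added at 50 nM final. After 20 min at RT, polarization reported peptide displacement across a qHTS concentration series.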
BRCA1 expr up – activators of BRCA1 expression | MCF7-BRCA1-FFLuc reporter, luminescence, 48 h; response scale: scaled: vehicle 0%, 10 µM genistein 100% | Potency, µM (doses to about 46.1 µM), for the others: at the top dose activation, hits mostly activators | actives 1.1% (n = 380,000) | AID 624202; note: potency is the fitted concentration of half-maximal effect; nearly all actives have a fitted effect of over 80% in size; some results filed as inactive show a strong effect at the top dose
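Luminescence from a BRCA1-driven firefly luciferase in MCF7 cells was read after 48 h compound exposure at 37 C. Data normalized against DMSO and a 10microM genistein activation control, then curve-fitted across the titration.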
uPA surface inh – inhibitors of cell surface uPA generation | cell surface uPA generation assay, qHTS | Potency, µM (highest dose often 38.3 µM), for inactives: at the highest dose activity change, negative = inhibition, usual class: inhibitors | actives 0.31% (n = 330,000) | AID 540303; active = well fitted inhibition curve with a large enough effect; inconclusive = small, poorly fitted or top-dose-only effect; inactive = no such curve, though single readings can be large or run the other way; tested in mouse RAW 264.7 cells; note: potency is the fitted concentration of half-maximal effect; % is set by controls: 0 for no effect and ±100 for the full control effect; nearly all actives have a fitted effect of over 55% in size
a7 integrin act – activates integrin-mediated alleviation for muscular dystrophy; alpha7betagal myoblasts, beta-gal FDG fluorescence, 48 h; Potency, µM (highest dose often 38.3 µM), without a hit: top-dose activation, usual class: activators; actives 0.064% (n = 350,000);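 note: potency is the fitted concentration of half-maximal effect; 100% = response of the positive control SU9516; nearly all actives have a fitted effect of over 60% in size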
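alpha7betagal+/- myoblasts (passage 13, 250/well) treated 48 h at 37C with compounds at 1:260 dilution of DMSO stock. Lysed, then beta-galactosidase activity read as FDG fluorescence (ex 480/em 540) after 30 min, with pre-read for autofluorescence.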
B2AR arrestin – beta2AR (human) beta-arrestin recruitment activity; actives 0.02% (n = 330,000); Potency, µM (top dose mostly 46.1 µM), for the others: at the top dose activation, usual class: activators; beta-arrestin recruitment to beta2AR, cell-based reporter; P07550;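 note: potency is the fitted concentration of half-maximal effect; 0% = DMSO controls and full agonism = EC100 isoproterenol or metaproterenol; nearly all actives have a fitted effect of over 65% in size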
ELG1 genotox – inducers of genotoxicity in HEK293T ELG1-luciferase cells; HEK293T ELG1-luciferase reporter, luminescence, 16 h; Potency, µM (doses to about 46 µM), for inactives: at the top dose activity change, positive = activation, most hits filed as activators; actives 1.3% (n = 330,000); AID 504466; note: potency is the fitted concentration of half-maximal effect; % of control where 0% means no effect; nearly all actives have a fitted effect of over 60% in size
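DMSO vehicle served as control against compound-treated ELG1-luciferase HEK293T cells; exposure lasted 16 hr at 37 °C and 5% CO2, followed by ONE-Glo luminescence detection after 30 min.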
ASM inhibitor – blocks human secretory acid sphingomyelinase | P17405 | placental ASM, HMU-PC fluorogenic substrate, 60 min | Potency, µM (doses to about 57.5 µM), without a hit: at the highest dose activity change, negative = inhibition, hits mostly inhibitors | actives 0.006% (n = 340,000) | AID 504937; note: potency is the fitted concentration of half-maximal effect
Target sequence (P17405 47-631 limits assumed): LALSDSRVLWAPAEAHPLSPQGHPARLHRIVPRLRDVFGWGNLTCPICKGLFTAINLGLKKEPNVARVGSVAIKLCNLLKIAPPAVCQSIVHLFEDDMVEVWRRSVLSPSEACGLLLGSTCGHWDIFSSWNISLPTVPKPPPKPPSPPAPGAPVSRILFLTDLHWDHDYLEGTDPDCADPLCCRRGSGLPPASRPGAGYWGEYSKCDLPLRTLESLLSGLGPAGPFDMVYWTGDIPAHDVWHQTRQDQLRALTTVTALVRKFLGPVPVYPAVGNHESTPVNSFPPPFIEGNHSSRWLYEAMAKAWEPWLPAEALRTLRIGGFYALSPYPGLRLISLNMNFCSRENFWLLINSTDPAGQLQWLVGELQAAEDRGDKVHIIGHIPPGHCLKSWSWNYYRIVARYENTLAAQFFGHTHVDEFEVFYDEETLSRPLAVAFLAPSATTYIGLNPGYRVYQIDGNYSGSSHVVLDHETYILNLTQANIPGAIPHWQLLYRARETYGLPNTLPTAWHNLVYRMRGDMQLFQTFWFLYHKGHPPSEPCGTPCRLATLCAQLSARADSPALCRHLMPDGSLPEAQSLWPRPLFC
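Fluorogenic HMU-PC substrate (9 uM final) is turned over by placental ASM in 60 min at 37 C after a 10 min compound preincubation. Reaction ended by alkaline stop (pH 10), with fluorescence read at 386/447 nm.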
Eya2 phos inh – inhibitors of human Eya2 phosphatase activity; actives 0.006% (n = 330,000); Potency, µM (top dose mostly 76.9 µM), for inactives: top-dose activity, negative = inhibition, actives largely listed as inhibitors; recombinant Eya2, OMFP fluorescence dephosphorylation (OMFP is methylfluorescein phosphate); O00167; note: potency is the fitted concentration of half-maximal effect; % is set by controls: 0 for no effect and ±100 for the full control effect
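Eya2 protein (added as 0.2 uM solution) was preincubated with compound for 10 min at ambient temperature in 50 mM HEPES pH 7.5, 50 mM NaCl, 5 uM MgCl2, 0.05% BSA, 1 mM DTT. OMFP (added at 50 uM) then reacted 10 min; fluorescence read at 485/525 nm.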
Starred values were filed as active, the others as inactive; ? = inconclusive; · = not tested or not shown; [ ] = dose if it differs, or a comment. Unless noted, calls come from the whole dose curve; as a rule, active = well fitted curve in the direction sought with a large enough effect; inconclusive = small, poorly fitted or top-dose-only effect, or another doubt; inactive = no such curve, though single readings can be large; an effect the other way counts as inactive or inconclusive.

SMILES	TRPV1 agonist	p53 reactivation	USP2a block	PTAP TSG101 blk	BRCA1 expr up	uPA surface inh	a7 integrin act	B2AR arrestin	ELG1 genotox	ASM inhibitor	Eya2 phos inh
COCCNC(=O)/C(C#N)=C/c1cccc(/C=C(\C#N)C(=O)NCCOC)c1	4.4	-24.2%	1.3%	1.9%	-45.9%	-17.5%	-30.5%	11.0%	-20.9%	1.5%	-8.0%
O=C(O)c1ccc(Cl)c(S(=O)(=O)Nc2ccc(OCc3ccccc3)cc2)c1	0.2	10.1%	4.1%	-6.5%	56.9%	1.2%	-58.7%[inhibitor]	0.3%	16.6%	-1.1%[11.5 µM]	3.4%
Cc1cnc(NS(=O)(=O)c2ccccc2)c(C)n1	0.2	-3.0%	2.7%	1.3%	-2.7%	?	?	0.2%	-1.7%	5.2%	-11.9%
O=S(=O)(c1ccccc1)N1CCN=C1SCc1ccccc1	?	2.4%	6.9%	-0.1%	-1.9%	-5.7%	18.8%	0.2%	-1.3%	0.0%	3.6%
O=C(COc1ccccc1F)Nc1ccc(S(=O)(=O)N2CCCC2)cc1	24.5	-4.7%	1.2%	-2.9%	18.5%	-10.4%	1.3%	3.2%	-1.9%	-0.7%	-2.3%
Nc1ccc2nc(SCC(=O)N3CCN(c4ccccc4)CC3)sc2c1	25.0	-2.3%	8.0%	-5.9%	-50.1%	-1.3%	-3.1%	-0.3%	-10.1%	2.2%	-3.9%
O=c1ccc(-c2n[nH]c(=S)n2-c2ccc(F)c(Cl)c2)n[nH]1	-0.3	3.4%	0.9%	-1.9%	-23.6%	1.5%	-17.1%	-0.2%	-0.2%	-1.0%	3.2%
CCOC(=O)c1ccc(-c2ccc(/C=N/NC(=O)CN(c3ccccc3Br)S(C)(=O)=O)o2)cc1	0.7	19.6%	-0.2%	-1.1%	-58.4%	-1.0%	-45.2%[inhibitor]	0.2%	-16.4%	·	-2.8%
CCOc1[nH]n(-c2ccc(Cl)cc2)c(=O)c1C=Nc1ccc(O)cc1	17.3	0.8%	0.2%	-2.4%	-66.7%	-14.8%	-20.3%	-0.3%	-1.4%	-7.3%	1.2%
COC(=O)Cc1ccc(OCC(=O)Nc2ccc(OC(F)(F)F)cc2)cc1	13.7	-7.8%	0.5%	-0.7%	2.1%	1.6%	4.7%	-0.6%	0.8%	-4.6%	3.4%
Cc1c(C(=O)Nc2ccncc2)sc2nc(-c3ccccc3)cn12	90.4*	-3.9%	1.7%	-2.7%	35.7%	?	-21.5%	3.6%	0.2%	-6.8%	-0.6%
Cc1cc(C)c(OCC(=O)Nc2ccc(NC(=O)c3ccco3)cc2)c([N+](=O)[O-])c1	0.2	-4.8%	2.6%	0.0%	10.2%	1.4%	-14.3%	-0.1%	1.6%	-2.7%	2.1%
CCOc1ccccc1C1C(C#N)=C(N)Oc2cc(N)ccc21 (configuration not stated)	-1.9	-0.7%	-4.8%	0.1%	-28.4%	·	3.0%	0.1%	2.1%	28.5%	28.7%
Cc1cc(C)cc(NC(=S)NCC2CCN(C(C)c3ccccc3)C2)c1 (configuration not stated)	5.4	12.8%	-4.6%	-1.7%	-15.8%	-6.2%	-45.5%[inhibitor]	-0.6%	-9.3%	-0.8%	-17.7%
NCCCC[C@H]1CNC(=O)C(=O)N1CCC12CC3CC(CC(C3)C1)C2	1.8	-1.8%	-2.9%	5.0%	0.0%	5.5%	0.4%	-0.2%	4.8%	1.7%	-7.3%
Cc1ccc(S(=O)(=O)N2CC(=O)Nc3ccccc32)cc1	-4.1	-1.7%	0.1%	-3.6%	16.1%	4.6%	-1.0%	-0.9%	3.0%	-1.1%	20.2%
Cc1cc(C)cc(N2C(=O)CC(c3ccccc3)CC2=O)c1	1.8	14.4%	3.1%	-6.0%	6.7%	2.3%	28.6%	-0.2%	0.3%	-0.6%	-10.4%
CC1CC(C)(C)NC2(CCCC2)N1 (configuration not stated)	·	·	·	-1.0%	3.1%	2.8%	0.4%	·	·	1.3%	·
COc1c(O)ccc2cnn(-c3ccccc3C)c(=O)c12	-2.7	-5.5%	7.2%	-13.9%	10.6%	-3.7%	17.2%	0.2%	7.0%	5.5%	-0.7%
Cc1ccc(C(=O)N/C(=C\c2ccccc2)C(=O)OCc2ccccc2)cc1	?	?	1.6%	-0.7%	7.94µM*	3.1%	-37.2%	3.3%	?	·	-0.5%
O=C(CN1C(=O)c2cccc3cccc1c23)Nc1ccc(S(=O)(=O)N2CCOCC2)cc1	-3.2	-1.9%	4.9%	-2.4%	-28.3%	4.8%	-3.7%	0.3%	6.9%	55.6%[activator]	6.0%
Cc1cc(/C=C2\NC(=O)NC2=O)c(C)n1-c1ccc(N2CCOCC2)cc1	·	-3.9%	-4.6%	3.1%	-14.8%	3.5%	0.0%	-0.3%	-1.8%	18.3%	27.7%
CCOC(=O)c1c(NC(=O)COC(=O)c2nccnc2N)sc2c1CCC2	2.5	12.4%	-1.6%	-3.1%	-8.9%	10.7%	16.8%	-0.1%	9.7%	95.1%[activator]	-5.9%
S=c1[nH]nc(CCc2ccccc2)n1Cc1ccccc1	1.7	10.8%	-0.1%	-7.0%	14.5%	-4.5%	5.0%	-0.1%	-0.9%	-1.9%	3.3%
CCN(CC)CCNC(=O)c1ccc(NC(=O)c2cc(S(=O)(=O)N3CCCCC3)ccc2N2CCOCC2)cc1	·	·	·	-4.1%	-4.8%	-3.0%	23.9%	·	·	1.1%	·
O=C(NCCc1ccccc1)c1cccc(S(=O)(=O)NCc2ccccc2)c1	2.7	7.1%	0.4%	-5.1%	15.0%	13.5%	13.0%	-0.3%	-1.6%	·	15.4%
COc1ccc([N+](=O)[O-])cc1NC(=O)C(C)OC(=O)C1CCC1 (configuration not stated)	-0.1	-3.5%	0.4%	0.5%	9.0%	0.9%	?	10.3%	-5.0%	-1.3%	10.4%
COc1cccc(NC(=O)C(Cc2ccccc2)n2cccc2)c1 (configuration not stated)	?	-0.3%	6.2%	-2.8%	0.0%	4.7%	32.3%	-0.7%	-1.9%	-2.4%	-8.1%
Cc1cccc(CN2CCCC(C(=O)c3ccc4c5c(cccc35)CC4)C2)n1 (configuration not stated)	4.2	-5.6%	1.0%	-2.3%	-27.9%	-8.5%	-36.4%	0.1%	-5.8%	1.5%	-0.8%
Cc1cccn2c(=O)c3cc(C(=O)NCc4ccc(F)cc4)c(=N)n(CCCN4CCOCC4)c3nc12	·	·	·	1.3%	0.5%	-8.3%	-29.1%	·	·	213.0%[activator]	·
CC(C)c1ccc(COC(=O)CN2C(=O)NC3(CCCCC3C)C2=O)cc1 (configuration not stated)	0.2	-0.7%	-9.0%	-8.1%	-34.8%	-6.3%	3.4%	-0.1%	-2.9%	-3.8%	-20.2%
O=C(CC1SC(=O)NC1=O)Nc1ccc(Cl)cc1 (configuration not stated)	-3.1	-0.4%	5.7%	-6.2%	-12.8%	-4.2%	-0.9%	-0.3%	-3.5%	-1.7%	-15.4%
COC(=O)Oc1ccc(/C=N/NC(=O)CN(c2ccccc2Br)S(C)(=O)=O)cc1OC	-3.1	0.1%	-2.4%	-6.8%	-4.0%	?	9.4%	-0.5%	1.9%	10.2%	-5.8%
CC(=O)c1sc(NC(=O)c2ccc(C)c(C)c2)nc1C	?	?	1.5%	-2.0%	?	-10.5%	-22.0%	-0.3%	5.4%	-0.4%	5.2%
C#CCOCCOCCOCCNc1nc(N2CCN(C(=O)Cn3cc(CCCN=C(N)N)nn3)CC2)nc(N2CCN(C(=O)[C@H](CCCCN)n3cc(CCCC)nn3)CC2)n1	1.9	9.3%	-9.7%	-5.8%	1.4%	-0.3%	23.1%	0.3%	-1.7%	5.9%	9.1%
O=C(O)Cc1ccc(NS(=O)(=O)c2c(Cl)cccc2Cl)cc1	-0.3	-0.1%	4.6%	-14.8%	-1.7%	2.6%	-21.3%	0.0%	6.9%	1.1%	0.5%

3 compounds already listed, arranged by heavy-atom count, smallest number first.
SMILES	TRPV1 agonist	p53 reactivation	USP2a block	PTAP TSG101 blk	BRCA1 expr up	uPA surface inh	a7 integrin act	B2AR arrestin	ELG1 genotox	ASM inhibitor	Eya2 phos inh
O=C(CC1SC(=O)NC1=O)Nc1ccc(Cl)cc1 (configuration not stated)	-3.1	-0.4%	5.7%	-6.2%	-12.8%	-4.2%	-0.9%	-0.3%	-3.5%	-1.7%	-15.4%
CC(=O)c1sc(NC(=O)c2ccc(C)c(C)c2)nc1C	?	?	1.5%	-2.0%	?	-10.5%	-22.0%	-0.3%	5.4%	-0.4%	5.2%
O=C(O)Cc1ccc(NS(=O)(=O)c2c(Cl)cccc2Cl)cc1	-0.3	-0.1%	4.6%	-14.8%	-1.7%	2.6%	-21.3%	0.0%	6.9%	1.1%	0.5%
